Screening results deposited in PubChem BioAssay by National Center for Advancing Translational Sciences (NCATS).
N370S GC mod = N370S glucocerebrosidase modulation, Gaucher chaperone candidate; Potency, µM (titrated, usually from 59.4 µM), for the others: at the top dose activity change, negative = inhibition, actives largely listed as inhibitors; P04062; hit rate 0.092% among 330,000; AID 2101; N370S GC spleen homogenate, 4MU-glucoside fluorescence;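 further: 0% = full enzyme activity and -100% = no enzyme basal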
TDP1 block = blocks human tyrosyl-DNA phosphodiesterase 1; recombinant TDP1, AlphaScreen DNA substrate cleavage; Potency, µM (titrated, usually from 130 µM), for inactives: at the highest dose activity change, negative = inhibition, hits mostly inhibitors; Q9NUW8; hit rate 0.28% among 350,000; AID 485290; further: nearly all actives have a fitted effect of over 40% in size
Target sequence (Q9NUW8 whole entry, looked up): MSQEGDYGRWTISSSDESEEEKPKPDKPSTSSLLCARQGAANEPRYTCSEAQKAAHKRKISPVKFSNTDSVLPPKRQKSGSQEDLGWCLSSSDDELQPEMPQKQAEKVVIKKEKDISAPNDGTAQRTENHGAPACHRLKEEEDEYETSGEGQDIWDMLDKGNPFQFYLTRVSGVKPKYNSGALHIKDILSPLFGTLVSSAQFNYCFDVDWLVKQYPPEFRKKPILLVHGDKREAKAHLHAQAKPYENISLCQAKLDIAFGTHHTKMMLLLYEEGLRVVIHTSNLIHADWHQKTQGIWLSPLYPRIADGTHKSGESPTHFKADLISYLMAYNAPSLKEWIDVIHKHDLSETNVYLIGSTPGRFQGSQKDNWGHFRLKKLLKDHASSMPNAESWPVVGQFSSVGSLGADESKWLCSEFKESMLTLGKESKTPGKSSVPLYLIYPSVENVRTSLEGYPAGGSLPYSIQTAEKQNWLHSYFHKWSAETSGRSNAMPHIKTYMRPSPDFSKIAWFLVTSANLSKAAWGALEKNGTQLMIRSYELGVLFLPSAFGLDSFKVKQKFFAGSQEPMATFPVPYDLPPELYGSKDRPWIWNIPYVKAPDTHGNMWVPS
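Recombinant E. coli-expressed Tdp1 (1 nM) preincubated with compound 15 min at RT, then 5'-biotin/3'-phosphotyrosine-FITC DNA substrate (15 nM) added for 5 min. AlphaScreen beads (10 ug/ml) added, 10 min RT; tyrosine-FITC cleavage read as signal loss.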
FEN1 inh = blocks human flap endonuclease 1; hit rate 0.35% among 390,000; P39748; AID 588795; Recombinant FEN1 flap cleavage, fluorescence, 15 min; Potency, µM (series often up to 114 µM), without a hit: top-dose activity change, negative = inhibition, actives largely listed as inhibitors; further: nearly all actives have a fitted effect of over 65% in size
Target sequence (P39748 whole entry, looked up): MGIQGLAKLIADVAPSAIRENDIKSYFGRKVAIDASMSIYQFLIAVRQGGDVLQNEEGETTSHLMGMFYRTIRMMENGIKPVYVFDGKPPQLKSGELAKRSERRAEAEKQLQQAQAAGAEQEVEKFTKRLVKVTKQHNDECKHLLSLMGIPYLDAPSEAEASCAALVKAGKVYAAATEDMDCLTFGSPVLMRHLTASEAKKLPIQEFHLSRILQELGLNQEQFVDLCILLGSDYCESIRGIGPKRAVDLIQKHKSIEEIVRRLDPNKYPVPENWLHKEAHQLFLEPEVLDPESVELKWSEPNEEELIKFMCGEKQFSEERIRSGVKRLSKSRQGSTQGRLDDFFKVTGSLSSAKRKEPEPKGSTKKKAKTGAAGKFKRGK
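Quantitative HTS format: each compound was titrated, incubated with 10 nM nuclease for 15 min at room temperature, then challenged with flap substrate at 50 nM final. Signal change over 15 min gave concentration–effect curves.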
* = called active by the depositor; ? = inconclusive; · = not tested or not shown; & = joins results of further samples; [ ] = another dose, or the depositor's remark. The call rests on the fitted dose curve; in most records, active means well fitted curve in the direction sought with a large enough effect; inconclusive means small, poorly fitted or top-dose-only effect, or another doubt; inactive means no such curve, though single readings can be large; an effect the other way counts as inactive or inconclusive. Unless noted, on the % scale 0 is the no-effect control and ±100 the full control effect; potency means the concentration at half of the fitted maximal effect. Not a hit list; overall some 0.57% were active at least once.

SMILES | N370S GC mod | TDP1 block | FEN1 inh
CCOc1ccc(NC(=NCc2ccc3c(c2)OCO3)SC2CC(=O)N(c3ccc(C(=O)O)cc3)C2=O)cc1 (stereo not given) | 14% | · | -17%
C[C@H](CO)N1C[C@H](C)[C@@H](CN(C)C(=O)Nc2ccccc2)Oc2c(NS(=O)(=O)c3ccc(F)cc3)cccc2C1=O | · | 4% | 12%
COc1cccc(-c2c(C(=O)N/N=C(\C)COc3ccccc3)nnn2-c2nonc2N)c1 | -2% | 0% | -21%
CCOC(=O)c1c(C)[nH]c(C(=O)COC(=O)c2ccc(N3CCCC3=O)cc2)c1C | -12% | 4% | -5%
Cc1c(CCC(=O)O)c(=O)oc2cc(OCc3ccc(Br)cc3)ccc12 | -2% | · | -6%
COc1ccc(NCc2nnc(SCC(=O)Nc3cccc(C)c3)o2)cc1 | -7% | 8% | -9%
O=C(Nc1cc(C(F)(F)F)ccc1N1CCOCC1)c1cccnc1Cl | 12% | 0% | -1%
N[C@@H](Cn1c2c(c(=O)[nH]c1=O)CCC2)C(=O)O | -10% | 0% | ·
Cc1ccc(-c2c[n+](CC(=O)Nc3ccccc3)c3n2CCC3)cc1 | -1% | 0% | -2%
CN(c1ccccc1C(=O)Nc1cccc(Br)c1)S(=O)(=O)c1ccccc1 | -7% | · | -18%
CCO[C@H]1OC(C(=O)N2CCN(Cc3ccc4c(c3)OCO4)CC2)=C[C@@H](C2CC2)[C@@H]1CCCO | 6% | 0% | -1%
Clc1ccc(N2COC3c4cccc5cccc(c45)C32)cc1 (stereo not given) | 7% | -2% | -26%
CN(C)Cc1c(C(=O)N/N=C/c2ccncc2)nnn1-c1nonc1N | -9% | · | 1%
N#Cc1ccc(C2=NC(C(F)(F)F)(C(F)(F)F)c3c(n(Cc4ccco4)c(=O)[nH]c3=O)N2)cc1 | -4% | 4% | -3%
CSc1ccc(/C=C2\C(=N)N3N=C(CC(=O)N4CCOCC4)SC3=NC2=O)cc1 | -2% | 4% | 17%
Cc1cccc(-c2noc(-c3ccc(Cl)cc3[N+](=O)[O-])n2)c1 | 3% | 7% | -6%
COc1cccc(C(=O)Oc2cc(C)[nH]c(=O)c2[N+](=O)[O-])c1OC | 6% | -3% | -1%
CCOc1ccc(CN2CCNC(=O)C2CC(=O)NCCc2cnccn2)cc1 (stereo not given) | -1% | 4% | 19%
O=C(NC(C(=O)c1ccccc1)n1c(=O)cc[nH]c1=S)c1ccccc1 (stereo not given) | 6% | -10%[56.1 µM] | 9%
CCc1cccc2c(=O)c(C(=O)NCCCOC)c[nH]c12 | ? | 1% | 3%

Some of the entries so far, with values under each structure:
Fields: N370S GC mod | TDP1 block | FEN1 inh
> CCOC(=O)c1c(C)[nH]c(C(=O)COC(=O)c2ccc(N3CCCC3=O)cc2)c1C
    -12% | 4% | -5%
> CN(C)Cc1c(C(=O)N/N=C/c2ccncc2)nnn1-c1nonc1N
    -9% | · | 1%
> C[C@H](CO)N1C[C@H](C)[C@@H](CN(C)C(=O)Nc2ccccc2)Oc2c(NS(=O)(=O)c3ccc(F)cc3)cccc2C1=O
    · | 4% | 12%
> O=C(NC(C(=O)c1ccccc1)n1c(=O)cc[nH]c1=S)c1ccccc1 (stereo not given)
    6% | -10%[56.1 µM] | 9%
> CCOc1ccc(CN2CCNC(=O)C2CC(=O)NCCc2cnccn2)cc1 (stereo not given)
    -1% | 4% | 19%
> Cc1ccc(-c2c[n+](CC(=O)Nc3ccccc3)c3n2CCC3)cc1
    -1% | 0% | -2%

Of the compounds above, 2 have a CF3 group:
SMILES | N370S GC mod | TDP1 block | FEN1 inh
O=C(Nc1cc(C(F)(F)F)ccc1N1CCOCC1)c1cccnc1Cl | 12% | 0% | -1%
N#Cc1ccc(C2=NC(C(F)(F)F)(C(F)(F)F)c3c(n(Cc4ccco4)c(=O)[nH]c3=O)N2)cc1 | -4% | 4% | -3%

Remaining list, next part:
SMILES | N370S GC mod | TDP1 block | FEN1 inh
COc1ccc(S(=O)(=O)N2CCC(NC(=O)c3ccccc3)CC2)cc1 | -5% | · | 20%
COC(=O)Cc1cnc(NC(=O)CSc2nc(C(C)C)cc(=O)[nH]2)s1 | -2% | · | 0%
COc1ccc(NC(=O)/C=C/c2ccc(Br)o2)cn1 | -9% | 20µM* | -24%
O=C(OCc1ccccc1F)c1ccc2c(c1)-c1ccccc1C2=O | 17% | 7% | -20%
CCOc1cc2c(cc1OCC)C(CC(=O)OC)N(C(=O)Nc1cc(C)cc(C)c1)CC2 (stereo not given) | · | -4% | -15%
CCc1cccc(C)c1NC(=S)NCc1ccc2[nH]c(C)cc2c1 | 12% | 11% | 10%
COc1ccc(C(c2c(O)cc(C)n(Cc3ccco3)c2=O)N2CCN(c3ccccc3)CC2)cc1 (stereo not given) | · | 5% | -2%
COc1ccc(CCc2nc(-c3ccc(-n4cccc4)cc3)no2)cc1 | 10% | 1% | 17%
Cc1cccc(C(=O)N2CCc3cc(CNC(=O)Cc4ccc(F)cc4)ccc32)c1 | · | -6% | -9%
CCOC(=O)c1ccc(NC(=S)N2CCN(S(C)(=O)=O)CC2)cc1 | 0% | -2% | 2%
NS(=O)(=O)c1ccc(CCNC/C=C/c2ccccc2)cc1 | 1% | 9% | 7%
Cn1ncc2cc(NC(N)=S)ccc21 | -18% | 6% | 1%
CCOC(=O)c1c(/N=C/C2=C(O)CCCC2=O)sc2c1CCCC2 | 6% | -1% | 0%
NC(=O)N=Nc1c(O)[nH]c2ccc([N+](=O)[O-])cc12 | -6% | -14% | -29%
CCn1nnc2cc(C(=O)OCC(=O)N(C)Cc3cccc(F)c3)ccc21 | · | 1% | 18%
COc1ccc(N2CCN(CCCNC(=S)Nc3c(C)cccc3C)CC2)cc1 | -1% | 7% | -2%
O=C(CSc1nccn1Cc1ccccc1)NCc1ccccc1 | 5% | 5% | -6%
CCOC(=O)C1C(=O)OC(C)(C)C1C(CC)C(=O)c1ccccc1 (stereo not given) | 17% | 0% | 3%
Cn1c(SCC(=O)NC2(C#N)CCCCC2)nnc1-c1cccnc1 | -10% | 2%[56.1 µM] | 4%
CCOC(=O)c1cc2c(nc1NC(=S)Nc1ccccc1)CC(C)(CC)OC2 (stereo not given) | 3% | 2% | 2%
O=c1[nH]c(-c2ccccc2)c(-c2ccccc2)[nH]1 | 20% | 4% | -8%
O=C(Nc1ccc(Cl)cc1F)c1ccc2c(c1)C(=O)N(Cc1ccncc1)C2=O | · | -10% | 11%
CCOC(=O)C1CCN(C(=O)Nc2ccc3nccnc3c2)CC1 | 6% | 1% | -6%
CCCCCCc1cc2cc(C(=O)Nc3cccc(OC)c3)c(=O)oc2cc1O | 5% | 1% | -2%
CCOCCCNC(=O)CN(c1cc([N+](=O)[O-])ccc1OC)S(C)(=O)=O | -19% | -7% | 1%
Cn1c(N)c(C(=O)COC(=O)C2=COCCO2)c(=O)n(C)c1=O | -5% | -2% | 35%[activator]
Cc1nn(CC(=O)NCCc2ccccc2)c(=O)c2ccccc12 | 5% | 6% | 0%
Cc1snc(S(=O)(=O)/C(C#N)=N/Nc2ccc(C(F)(F)F)cc2)c1C#N | 22% | 8% | 7%
CN(CCOc1ccc(F)cc1)Cc1ccccc1 | -2% | · | 7%
CC(=O)Nc1ccc(-c2cc(C(=O)O)c3c(-c4ccccc4)[nH]nc3n2)cc1 | · | -1% | 14%
CN1C(=O)CC(C(=O)Nc2ccccc2F)SC1=Nc1ccc2c(c1)OCO2 (stereo not given) | -10% | -2% | -3%
Cc1nc2sc3c(c2c2nnc(SCC(=O)NCc4ccco4)n12)CCCC3 | 8% | 6% | -6%
CCOc1cc(-c2ccc(OC(=O)c3ccc(Cl)cc3)c(OC)c2)cc(=O)c2c(C)oc(C)c12 | · | 8% | -5%
S=C(NCC1CCCO1)NC1CCCC1 (stereo not given) | 7% | 3% | 13%
COc1ccccc1N(CC(=O)NCCSc1ccccc1)S(C)(=O)=O | 1% | 2%[56.1 µM] | -6%
c1ccc(-c2ccc3c(c2)NCCN3)cc1 | -12% | · | 16%
Cc1ccc(N=Nc2[nH]c3ccccc3c2O)cc1 | 4% | 0% | 2%
COCC(=O)Nc1nc2n(n1)C(c1ccccc1)CC(c1ccc(OC)cc1)N2 (stereo not given) | 6% | 3% | -16%
O=C(Cn1cnnn1)NCCc1ccc(Cl)cc1Cl | -2% | 1% | -1%
Cc1cc(C)n2nc(SCC(=O)N3CCCC3)nc2n1 | · | 1% | -5%
CCC(C(=O)Nc1cccc(-c2cn3cccnc3n2)c1)c1ccccc1 (stereo not given) | · | 5% | 1%
CCOC(=O)C1CCN(C(=O)CN2C(=O)C(C(C)C)Oc3ccccc32)CC1 (stereo not given) | 4% | 7% | 1%
Cc1ccc(C(=O)OCC(=O)Nc2ccccc2C(F)(F)F)cc1S(=O)(=O)N1CCOCC1 | · | 2% | 1%
CN(CC(=O)NCC1CCCCC1)CC(=O)Nc1ccccc1Br | · | 0% | 4%
COc1cc2c(-c3ccc4c(c3)OCO4)c(-c3ccsc3)oc(=O)c2cc1OC | · | 0% | -18%
COc1ccc(S(=O)(=O)N2CCN(C(=O)c3cnc(C)cn3)CC2)cc1 | -7% | 7% | -1%
COc1cccc2cc(C(=O)c3ccc([N+](=O)[O-])cc3)oc12 | 8% | -4% | -2%
Cc1cc(NC(=O)COC(=O)C2CC(=O)N(c3cccc(C)c3C)C2)no1 (stereo not given) | 0% | 0% | 2%
COc1ccc(OC)c(NC(=O)Cn2c(=O)cc(-c3ccccc3)c3c(C)nn(C)c32)c1 | · | -10% | -18%
CC(C)(C)C(=O)Nc1ccc2nc(SCC(=O)N3CCOCC3)sc2c1 | · | -3% | -4%
COc1cc2c(cc1OC)C(c1cccc([N+](=O)[O-])c1)N(C(=O)c1ccccc1C(=O)O)CC2 (stereo not given) | 9% | 2% | -1%
O=C(c1ccccc1)C(O)c1ccccc1 (stereo not given) | -2% | 1%&9%&5% | -12%
S=C(NCc1ccco1)Nc1ccc(N2CCOCC2)cc1 | 16% | 5% | 0%
Cc1ccc(C(=O)NC2CCC(C)CC2)o1 (stereo not given) | -1% | -11% | 12%
Cn1ncn2c(=O)c3c(nc12)-c1ccccc1CC31CCCC1 | 12% | -3% | -16%
COc1nc(C)ccc1-c1noc(-c2ccccn2)n1 | 18% | 2% | -2%
O=C(O)CCN1C(=O)/C(=C\c2cccc(OCc3ccccc3)c2)SC1=S | 6% | 2% | -6%
CCC(C)c1ccc(NC(=S)NCc2ccccc2OC)cc1 (stereo not given) | 11% | -7% | -4%
COc1cccc(/C=C2/Sc3ccc(C(=O)NCCN4CCCC4)cc3NC2=O)c1 | ? | 6% | 15%
CCCC(O)(c1ccc(OC)cc1)C(CN(C)C)c1ccccc1 (stereo not given) | -3% | 0% | -1%
Continued:
SMILES | N370S GC mod | TDP1 block | FEN1 inh
CCOC(=O)c1c(NCC(C)C)c2ccccc2[nH]c1=O | 22% | -1% | -8%
CC(C)(C)c1ccc(-c2nc(SCCOc3ccc(Cl)cc3)n3[nH]c(=O)cc3n2)cc1 | · | 5% | -17%
CCc1cc2c(cc3c(=O)n(CCCC(=O)NCc4ccccc4Cl)nc(CC)n32)s1 | · | 8% | 0%
CC(=O)c1ccc(S(=O)(=O)N2CCN(CC#N)CC2)cc1 | -2% | · | -17%
O=C(COC(=O)c1ccncc1)Nc1cc(Cl)ccc1Cl | -11% | -1% | -4%
Cc1ccc(O)c(CNc2cccc3cccnc23)c1 | -8% | 9% | ?
CN(C)CCNC(=O)c1csc(Nc2cccc3ccccc23)n1 | 5% | · | 0%
O=C(COc1ncnc2sccc12)Nc1ccc(F)cc1F | -3% | 0% | -14%
CC1=NN(c2ccc(Cl)c(C(=O)O)c2)C(=O)/C1=C/c1ccc(-c2ccccc2[N+](=O)[O-])o1 | -4% | · | 28µM*
CCc1nc2ccccc2n1CC(=O)N(C(C)CC)C1CCS(=O)(=O)C1 (stereo not given) | 14% | 4% | 6%
Cc1nc2ccccc2c(=O)n1CCc1ccccc1 | -10% | · | 4%
CC(C)(C)c1ccc(C(=O)N2CCCC(c3nc4c(nnn4Cc4cccc(F)c4)c(=O)[nH]3)C2)cc1 (stereo not given) | · | 4% | ?
Cc1sc(NC(=O)c2ccc(OCC(C)C)cc2)c(C(N)=O)c1-c1ccc(Cl)cc1Cl | 4%[12.8 µM] | -1% | -7%
Cc1ccc(C(=O)N2CCCC(C(F)(F)F)C2)cc1S(=O)(=O)N1CCCCC1 (stereo not given) | -3% | -5%[0.505 µM] | -6%
O=C(Cn1ccc([N+](=O)[O-])n1)Nc1nc2ccccc2s1 | -17% | 4% | -16%
Oc1ccc(/C=N/n2c(-c3ccccc3)n[nH]c2=S)cc1 | ? | · | -2%
CCOC(=O)C1CCCN(C(=O)c2cc(S(=O)(=O)N3CCCCC3)ccc2C)C1 (stereo not given) | -1% | · | -1%
Cc1ccc(S(=O)(=O)NC(=O)c2cccn2C)cc1 | -1% | 9% | -2%
COCC(=O)Nc1nc2ccc(C)cc2s1 | 3% | 7% | -5%
CCn1c(O)c(N=NC(=O)C(O)c2ccccc2)c2ccccc21 (stereo not given) | 9% | · | 14%
S=C(Nc1ccc(Cl)cc1)N1CCN(Cc2ccccc2)CC1 | -24% | -1% | -13%
